# GLD-1 RNA inh: GLD-1-TGE RNA interaction inhibition (C. elegans); Q17339; purified GLD-1 + fluorescein TGE RNA, fluorescence polarization; inhibition, % at 5.96 µM; 320,000 tested, 0.44% active;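 active = percent inhibition above a per-plate cutoff, the plate mean of test compounds plus 3 SD, cut at about 30% in these data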;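 note: 0% = DMSO wells with GLD-1 and probe and 100% = wells lacking GLD-1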
# Target sequence (Q17339 whole entry, looked up): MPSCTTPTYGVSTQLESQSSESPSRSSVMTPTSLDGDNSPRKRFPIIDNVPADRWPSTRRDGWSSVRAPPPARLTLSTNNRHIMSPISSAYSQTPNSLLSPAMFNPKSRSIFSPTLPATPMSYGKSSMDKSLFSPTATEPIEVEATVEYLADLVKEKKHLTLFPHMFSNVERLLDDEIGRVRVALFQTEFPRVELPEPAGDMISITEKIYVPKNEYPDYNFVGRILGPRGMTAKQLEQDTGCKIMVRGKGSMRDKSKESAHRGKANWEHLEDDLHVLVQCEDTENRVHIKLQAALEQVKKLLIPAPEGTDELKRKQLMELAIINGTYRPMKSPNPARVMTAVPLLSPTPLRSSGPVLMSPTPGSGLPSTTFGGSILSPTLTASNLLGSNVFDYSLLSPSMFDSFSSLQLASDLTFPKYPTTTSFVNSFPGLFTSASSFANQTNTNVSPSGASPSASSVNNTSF
# CIT2-GFP yeast: yeast TOR pathway CIT2-GFP modulation | S. cerevisiae CIT2-GFP strain, flow cytometry, 3 h; 100 means same as DMSO wells | GFP response vs DMSO, % at 10 µM | 320,000 tested, 0.065% active;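 active = GFP response relative to DMSO above a set limit, near the screen mean plus 3 SD, cut at about 150% in these data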;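 note: ratio of well median GFP fluorescence to mean of DMSO wells on the plate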
# AGP1-GFP MLPCN: yeast TOR pathway AGP1-GFP modulation. S. cerevisiae AGP1-GFP multiplex flow cytometry, 3 h; GFP as percent of DMSO wells. GFP response vs DMSO, % at 10 µM. 320,000 tested, 0.02% active;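 active = GFP response relative to DMSO above a set limit, near screen average plus 3 SD, cut at about 150% in these data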;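 note: median GFP channel fluorescence of the gated AGP1 strain per well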
# BCLXL inh: Bcl-xL (human) inhibition; inhibition, % at 10.9 µM; GST-Bcl-xL / FITC-Bim BH3 peptide fluorescence polarization; 320,000 tested, 0.7% active; Q07817;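 active = inhibition above the mean of all tested compounds plus 3 SD, cutoff set per campaign, cut at about 30% in these data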;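 note: 0% = DMSO wells and 100% = unlabeled Bim-BH3 peptide competitor; inhibitors lower millipolarization by displacing the labeled peptide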
# Target sequence (Q07817 whole entry, looked up): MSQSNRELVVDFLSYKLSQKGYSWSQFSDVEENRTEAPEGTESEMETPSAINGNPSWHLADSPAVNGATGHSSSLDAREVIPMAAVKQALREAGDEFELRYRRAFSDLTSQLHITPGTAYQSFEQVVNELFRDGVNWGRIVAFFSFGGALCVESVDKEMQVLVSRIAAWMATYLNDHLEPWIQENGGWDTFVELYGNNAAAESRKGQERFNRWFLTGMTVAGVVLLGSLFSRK
# VLA-4 inh: inhibition in a human VLA-4 binding assay; inhibition, % (about 7 µM as worked out from the volumes in the protocol); 330,000 tested, 0.2% active; P13612; VLA-4 expressing cells, ligand binding flow cytometry; in the data active = inhibition above about 50%
# Yeast superoxide: lowers age-related superoxide in aged yeast cells | AID 2690 | superoxide response (% of plate mean), % at 10 µM | 330,000 tested, 0.18% active | S. cerevisiae aged cells, superoxide DHE fluorescence; active compounds read low;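 active = superoxide response under a set limit, about three screen SD below normal, cut at about 65% in these data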;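 note: yeast aged for seven days with compound at 30 °C before DHE staining; 100% = average MFI of all compound-treated wells on the plate with controls excluded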
# MCL1 BIM primary: disrupts human MCL1 binding to BIM-BH3 peptide. Q07820. inhibition, % at 10.9 µM. AID 2057. 320,000 tested, 0.68% active. GST-MCL1 / FITC-Bim-BH3 fluorescence polarization;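 active = inhibition above the mean inhibition of all tested compounds plus 3 SD, set per campaign, cut at about 40% in these data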;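 note: 0% = DMSO wells and 100% = unlabeled Bim-BH3 peptide control; higher means more loss of mP so more displacement of Bim peptide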
# Target sequence (Q07820 whole entry, looked up): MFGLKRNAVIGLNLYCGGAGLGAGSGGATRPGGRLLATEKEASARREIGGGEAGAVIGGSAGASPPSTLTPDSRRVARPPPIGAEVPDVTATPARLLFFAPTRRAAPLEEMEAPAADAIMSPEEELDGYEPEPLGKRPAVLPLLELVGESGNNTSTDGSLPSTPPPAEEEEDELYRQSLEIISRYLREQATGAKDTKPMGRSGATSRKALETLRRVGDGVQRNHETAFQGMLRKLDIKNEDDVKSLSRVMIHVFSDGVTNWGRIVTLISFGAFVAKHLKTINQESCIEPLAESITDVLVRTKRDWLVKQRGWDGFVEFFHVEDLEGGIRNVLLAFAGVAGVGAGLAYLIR
# MEX-5 binding: C. elegans MEX-5 TCR-2 RNA binding activity | MEX-5/FITC-TCR2 RNA binding, fluorescence polarization; active compounds read low | Q9XUB2 | 300,000 tested, 0.38% active | activity score (negative = inhibition of binding), % at 10 µM;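 active = inhibition past about -25% in most replicates, and total fluorescence under double the plate's negative control median, limit read from the data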;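 note: 0% = DMSO and -100% = 5 µM competing unlabeled TCR2 RNA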
# GRK2 inh: human GRK2 inhibition via aptamer displacement | 330,000 tested, 0.59% active | inhibition of aptamer binding, % at 10 µM | bead flow cytometry, FAM-aptamer displacement from GRK2 | AID 488847 | P25098;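 active = inhibition of aptamer binding above 40%, roughly 3 SD of noise, on plates passing a quality check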;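 note: median bead fluorescence of bound FAM aptamer so fluorescent compounds give negative values; no value below 0 was filed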
# Active calls of the source: *; · = not tested or not shown. Rows are unselected. About 2.1% of those tested had a hit in this group.
no.	molecule	GLD-1 RNA inh	CIT2-GFP yeast	AGP1-GFP MLPCN	BCLXL inh	VLA-4 inh	Yeast superoxide	MCL1 BIM primary	MEX-5 binding	GRK2 inh
1	Cc1ccc(-c2cc(C(=O)NC3=NCCS3)c3ccccc3n2)cc1C	27	89	98	90*	-91	96	21	2.0	0
2	Cc1nn(-c2cccc(C(=O)O)c2)c(C)c1Oc1ccccc1O	8	114	110	4	21	95	4	2.4	3
3	CCCCN(C(=O)c1cc2ccccc2o1)c1c(N)n(CC(C)C)c(=O)[nH]c1=O	6	104	110	2	0	85	-1	1.3	1
4	O=C(Cn1c(=O)sc2ccccc21)Nc1nc2c(s1)CCCC2	2	104	96	3	1	88	1	-3.4	10
5	CCOC(=O)CSc1nc2c(c(=O)[nH]c(=O)n2C)n1Cc1ccccc1	-9	91	93	-2	8	101	3	-1.3	1
6	Cc1ccc(S(=O)(=O)N2CCCCC2)cc1NC(=O)CNc1ccccc1N1CCCC1=O	2	87	94	-5	18	121	-12	·	0
7	O=C(NN=C1CCCC1)c1ccccc1[N+](=O)[O-]	-2	110	107	1	14	104	-1	-1.7	0
8	CCN(CC)S(=O)(=O)c1ccc(N2CCOCC2)c(NS(=O)(=O)c2ccc(C)c(C)c2)c1	2	102	103	7	·	100	10	-0.4	2
9	O=C(NC(=O)N1CCN(c2ccc([N+](=O)[O-])cn2)CC1)c1ccccc1F	-1	95	101	10	-4	90	11	0.7	0
10	O=C(NCCCN1CCCC1=O)c1ccc([N+](=O)[O-])s1	2	98	104	7	8	116	0	-1.4	0
11	CCC(CC)NC(=O)Nc1cccc(C)c1C	0	104	102	-1	45	101	1	0.1	8
12	COc1ccc2oc(=Nc3ccc(C(=O)O)cc3)c(C(=O)NCc3ccco3)cc2c1	-3	90	95	4	29	77	5	-0.9	1
13	COc1ccccc1N1CCN(C2CCCN(C(=O)CCc3cnn(C)c3)C2)CC1 (centres undefined)	6	99	95	6	-13	102	6	0.2	2
14	Cc1noc(C)c1NC(=O)N(C)C[C@H]1Oc2c(NC(=O)Nc3ccc4c(c3)OCO4)cccc2C(=O)N([C@H](C)CO)C[C@@H]1C	0	87	91	·	8	90	·	·	2
15	CC(O)CNCCOc1ccccc1-c1ccccc1 (centres undefined)	3	101	97	6	-9	87	3	·	0

# Continued:
no.	molecule	GLD-1 RNA inh	CIT2-GFP yeast	AGP1-GFP MLPCN	BCLXL inh	VLA-4 inh	Yeast superoxide	MCL1 BIM primary	MEX-5 binding	GRK2 inh
16	O=C1c2ccccc2C(=O)N1CCCCN(C(=O)c1ccc(Cl)s1)c1ccc(Cl)cc1	6	101	102	9	-5	89	4	0.4	5
17	CCCn1c(N)c(N(CCOC)C(=O)COC(=O)CSc2cc(C)c3ccccc3n2)c(=O)[nH]c1=O	-1	112	117	-4	-4	102	-3	-2.7	0
18	COc1ccc(Nc2nc(NCc3ccco3)nc(N3CCOCC3)n2)cc1	3	91	100	-2	15	101	-5	-0.9	2
19	NS(=O)(=O)c1ccc(NNC(=O)c2ccccc2)cc1	2	93	83	-1	5	123	-6	-0.9	0
20	COc1ccccc1N1CCN(CC(=O)N2CCCC2)CC1	-1	105	108	2	11	96	-1	0.5	4
21	Cc1ccc(C2=NN(CCC#N)C(=O)CO2)cc1	-2	109	103	4	-1	109	5	0.7	0
22	CCn1cc(C(=O)NCC(OC)OC)c(=O)c2cc(S(=O)(=O)N(C)C3CCCCC3)ccc21	-1	99	101	3	13	100	-1	0.4	1
23	CCc1c(C)nc2ncnn2c1N1CCCC(C(=O)NCc2ccco2)C1 (centres undefined)	-1	96	107	0	5	92	-2	-1.3	0
24	COc1ccc(/C=N/NC(=O)c2ccccc2Cl)cc1CSc1nc2ccccc2s1	0	93	103	0	43	105	4	-3.3	2
25	Cc1cc([N+](=O)[O-])ccc1NC(=S)NC1CCCC1	-4	106	105	6	1	102	5	-2.1	2
26	Cc1ccc(OCCC(=O)OCc2csc(CC(=O)Nc3ccccc3C)n2)cc1	-1	108	91	-1	-4	90	-10	-0.2	5
27	Cc1cc(C)cc(N(CCC(=O)Nc2nnc(C3CC3)s2)S(=O)(=O)c2ccc(Cl)cc2)c1	10	99	99	7	5	96	11	-2.0	0
28	Nc1ccccc1NC1=CC(=O)CC(c2ccco2)C1 (centres undefined)	-1	85	84	10	13	97	2	-0.9	1
29	CCOC(=O)C1C(c2cc(OC)c(OC)c(OC)c2)NC(=S)NC1(O)C(F)(F)F (centres undefined)	3	109	100	7	5	94	5	2.8	0
30	CC(C)(C)C(=O)O/N=C1\CCS(=O)(=O)c2sccc21	4	92	101	4	24	91	7	-1.5	2

# Continued:
no.	molecule	GLD-1 RNA inh	CIT2-GFP yeast	AGP1-GFP MLPCN	BCLXL inh	VLA-4 inh	Yeast superoxide	MCL1 BIM primary	MEX-5 binding	GRK2 inh
31	Cc1[nH]nc(-c2ccc(OCc3cnn(-c4ccccc4)c3)cc2O)c1Oc1ccc(F)cc1	2	109	96	1	6	102	1	0.0	0
32	CCOc1c2ccc(C(=O)N[C@H](C)C3CCCCC3)cc2nn1CC	-3	106	88	1	3	103	8	3.0	2
33	Nc1c(Cl)cc(Cl)cc1C(=O)OCC(=O)N1CCOCC1	-3	87	96	1	5	119	2	1.4	0
34	CSc1nccc(-c2nn(-c3ccc(C)cc3)ccc2=O)n1	-6	90	97	7	-8	96	9	-0.7	0
35	CC(=O)c1ccc(OCCCC(=O)NCCc2ccccc2)cc1	-3	96	97	-7	9	82	-10	2.1	0
36	CC(=O)N1CCN(C(=O)c2cc(-c3ccc(C)o3)nc3ccccc23)CC1	5	98	103	10	-3	106	7	-0.2	0
37	Cc1ccc(Cn2cc(CCC(=O)O)c3ccccc32)cc1	4	80	92	0	-1	106	-10	0.3	0
38	CCc1ccc(C)c(OC(=O)c2cncc(Br)c2)c1	2	104	105	4	4	87	3	-1.3	0
39	NC(=O)CC1C(=O)N(c2ccc(Cl)cc2)C(=S)N1NC(=O)c1cccc(F)c1 (centres undefined)	4	96	98	0	-2	21*	-4	-0.9	0
40	Cc1ccc(NS(=O)(=O)c2ccccc2[N+](=O)[O-])cc1S(=O)(=O)N1CCCCC1	1	104	101	·	-226	115	·	·	7
41	COC(=O)c1ccc(N2C(=O)CC(Sc3n[nH]c(C)n3)C2=O)cc1 (centres undefined)	6	99	105	-1	27	102	-1	-1.0	0
42	CC1CC(Nc2ccccc2N)=CC(=O)O1 (centres undefined)	-4	100	95	5	0	111	8	3.1	1
43	N#Cc1cccc(NS(=O)(=O)c2ccccc2Cl)c1	-2	98	100	2	16	127	2	·	0
44	CCOC(=O)c1cccc(NC(=O)c2ccc(NC(=O)C3CCCO3)cc2)c1 (centres undefined)	3	103	105	1	2	103	-4	1.0	2
45	CCOc1ccccc1C1C(C#N)=C(N)Oc2cc(C)n(Cc3ccccn3)c(=O)c21 (centres undefined)	7	102	104	6	7	91	4	-1.3	6

# Following part
no.	molecule	GLD-1 RNA inh	CIT2-GFP yeast	AGP1-GFP MLPCN	BCLXL inh	VLA-4 inh	Yeast superoxide	MCL1 BIM primary	MEX-5 binding	GRK2 inh
46	CCN(CC)CCn1c2c(c(SCC(=O)Nc3ccc(F)c(F)c3)nc1=O)CCC2	1	97	102	-1	22	96	-4	-0.4	0
47	O=c1[nH][nH]c(-c2ccccc2)c1C=Nc1ccccc1Cl	-5	93	85	12	3	96	5	1.3	0
48	COc1cc(/C=N\NC(=O)c2ccc(-c3ccccc3)cc2)cc(Br)c1O	-1	100	98	-4	-6	89	-3	0.0	2
49	CC(=O)c1ccc(S(=O)(=O)NCCC(=O)OCC(=O)N(Cc2ccccc2)C(C)(C)C)cc1	4	106	104	-7	11	117	-14	·	0
50	Cc1ccc(NC(=O)CSc2nc(=O)n(CCN3CCOCC3)c3c2CCCC3)cc1	0	102	108	3	11	84	-4	-0.9	0
51	COC(=O)c1cc(OC)c(OC)cc1NC(=O)CC1CCCCC1	5	104	98	0	22	106	3	2.1	3
52	Cc1cccc(NS(=O)(=O)c2cccs2)c1	-4	108	100	0	0	95	-8	-1.5	5
53	CS(=O)(=O)c1ccc(-n2c(=O)n(Cc3ccccc3)c(=O)c3[nH]cnc32)cc1	4	95	102	-3	5	95	0	-0.7	0
54	N#Cc1c(-c2cccnc2)c2c([nH]c1=S)CCCC2	6	86	·	-1	6	86	-4	-0.6	0
55	Cc1cccc(NC(=S)Nc2cccc3ccccc23)c1	-1	104	97	4	3	97	13	-0.8	2
56	CCc1nnc(NC(=O)c2cc(S(=O)(=O)N(CC)CC)ccc2Cl)s1	5	·	104	1	4	88	0	-1.7	1
57	O=C(NCCNc1ccc2ccccc2c1)c1cccn2c(=O)c3sccc3nc12	1	93	98	-1	-5	107	4	-1.4	0
58	O=C(O)CC1(CC(=O)Nc2ccc(Oc3cccc(C(F)(F)F)c3)nc2)CCCC1	3	90	100	3	6	118	2	0.8	0
59	COc1ccc(NC(=O)c2ccco2)cc1NC(=O)c1c(OC)cccc1OC	0	97	95	1	5	99	-6	-1.1	3
60	CC(=O)c1c(C)[nH]c(C(=O)COC(=O)c2nccnc2N)c1C	-2	94	98	1	-9	133	3	·	3
61	Cc1ccc(CN2CCNC(=O)C2CC(=O)NCc2cc(C)n(C)n2)cc1 (centres undefined)	13	·	104	13	9	108	19	-5.8	5

# 3 compounds from above, ordered by count of non-hydrogen atoms, highest first.
no.	molecule	GLD-1 RNA inh	CIT2-GFP yeast	AGP1-GFP MLPCN	BCLXL inh	VLA-4 inh	Yeast superoxide	MCL1 BIM primary	MEX-5 binding	GRK2 inh
31	Cc1[nH]nc(-c2ccc(OCc3cnn(-c4ccccc4)c3)cc2O)c1Oc1ccc(F)cc1	2	109	96	1	6	102	1	0.0	0
15	CC(O)CNCCOc1ccccc1-c1ccccc1 (centres undefined)	3	101	97	6	-9	87	3	·	0
42	CC1CC(Nc2ccccc2N)=CC(=O)O1 (centres undefined)	-4	100	95	5	0	111	8	3.1	1

# Of the compounds above, 8 contain two or more sulfur atoms.
no.	molecule	GLD-1 RNA inh	CIT2-GFP yeast	AGP1-GFP MLPCN	BCLXL inh	VLA-4 inh	Yeast superoxide	MCL1 BIM primary	MEX-5 binding	GRK2 inh
4	O=C(Cn1c(=O)sc2ccccc21)Nc1nc2c(s1)CCCC2	2	104	96	3	1	88	1	-3.4	10
8	CCN(CC)S(=O)(=O)c1ccc(N2CCOCC2)c(NS(=O)(=O)c2ccc(C)c(C)c2)c1	2	102	103	7	·	100	10	-0.4	2
24	COc1ccc(/C=N/NC(=O)c2ccccc2Cl)cc1CSc1nc2ccccc2s1	0	93	103	0	43	105	4	-3.3	2
27	Cc1cc(C)cc(N(CCC(=O)Nc2nnc(C3CC3)s2)S(=O)(=O)c2ccc(Cl)cc2)c1	10	99	99	7	5	96	11	-2.0	0
30	CC(C)(C)C(=O)O/N=C1\CCS(=O)(=O)c2sccc21	4	92	101	4	24	91	7	-1.5	2
40	Cc1ccc(NS(=O)(=O)c2ccccc2[N+](=O)[O-])cc1S(=O)(=O)N1CCCCC1	1	104	101	·	-226	115	·	·	7
52	Cc1cccc(NS(=O)(=O)c2cccs2)c1	-4	108	100	0	0	95	-8	-1.5	5
56	CCc1nnc(NC(=O)c2cc(S(=O)(=O)N(CC)CC)ccc2Cl)s1	5	·	104	1	4	88	0	-1.7	1
